Assay outcomes as filed in PubChem.
KCNQ1 pot: potentiates or activates the human KCNQ1 potassium channel. P51787. CHO-K1 KCNQ1, thallium flux FluxOR fluorescence; active compounds read high. B-score at 10 µM. actives 0.35% (n = 310,000). AID 2648;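 active = fluorescence ratio B-score, a plate-corrected score, at least three library SD, with initial intensity B-score within 5 SD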
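assay system = KCNQ1-transfected CHO-K1 cells | medium = assay buffer with matched DMSO | probe or stimulus = depolarizing K+/Tl+ stimulus, K2SO4 and Tl2SO4 each 12.5 mM in 5x stock | dosing = single dose | incubation = dye 90 min, compound 20 min, room temperature | detection = kinetic FluxOR fluorescence, 10 s baseline plus 110 s post-stimulus | evaluation = ratio B score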
RGS4 pot: RGS4 potentiation or activation. B-score at 10 µM. actives 0.92% (n = 310,000). HEK293 M3R/inducible RGS4, carbachol calcium flux Fluo4; active compounds read low;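 active = B-score of the integrated calcium signal more than 4 SD below the library mean, with starting fluorescence not abnormally high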;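 also: negative B-score means reduced calcium response which marks RGS4 activation or potentiation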
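Reagent: ECmax carbachol challenge; Test system: M3R-expressing HEK293 line, RGS4 induced by doxycycline; Schedule: overnight RGS4 induction, 30 min dye load 37 °C, 20 min compound RT; Detection: calcium dye Fluo4 fluorescence; Read-out: Agonist-evoked peak-minus-minimum fluorescence over baseline, integrated ratio, B score.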
DYRK1A inh: blocks rat Dyrk1A kinase activity | Q63470 | ADP-Glo luminescence, NFATc1 peptide | inhibition, % at 12.5 µM | actives 0.43% (n = 310,000); in the data active = inhibition above about 50%;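 also: plate controls were vehicle with enzyme for no effect and no enzyme for full effect; many of its hits are not listed in these tables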
GSK3B inh: blocks human GSK3beta kinase activity; activity score (negative = inhibition), % at 10 µM; P49841; GST-GSK3beta kinase, ADP-Glo luminescence, 60 min; active compounds read low; AID 2097; actives 0.038% (n = 300,000);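 active = more than half of replicate wells score below -50%, meaning over 50% inhibition versus plate controls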;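 also: 0% = median DMSO wells and -100% = median GW8510 positive control wells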
Target sequence (P49841 whole entry, looked up): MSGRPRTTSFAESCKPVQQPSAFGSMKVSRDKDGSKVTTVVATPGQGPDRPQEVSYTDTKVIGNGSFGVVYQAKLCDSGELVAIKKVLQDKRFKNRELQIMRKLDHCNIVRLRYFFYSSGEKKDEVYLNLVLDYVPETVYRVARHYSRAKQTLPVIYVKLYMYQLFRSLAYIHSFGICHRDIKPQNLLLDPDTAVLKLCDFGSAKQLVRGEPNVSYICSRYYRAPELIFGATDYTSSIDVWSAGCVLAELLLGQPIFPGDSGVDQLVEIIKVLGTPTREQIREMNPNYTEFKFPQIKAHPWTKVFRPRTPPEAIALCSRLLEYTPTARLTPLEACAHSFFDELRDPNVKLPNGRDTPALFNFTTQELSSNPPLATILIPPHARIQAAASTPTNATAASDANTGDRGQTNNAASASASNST
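Assay system: GST-fused GSK3beta enzyme, cell-free / Medium: Tris pH 7.5 buffer with MgCl2, DTT, BSA, heparin / Also added: peptide substrate plus 25 µM ATP (final) / Compound: 10 µM single point / Timing: kinase reaction with compound 60 min at room temperature / Detection: ADP-Glo luminescence / Benchmarks: DMSO neutral wells and GW8510 at 20 µM as positive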
RGS4 block: human RGS4 inhibition; HEK293 M3R/RGS4 inducible, Fluo-4 calcium flux; active compounds read high; triggered by carbachol at its EC20; B-score at 10 µM; actives 0.45% (n = 310,000); AID 463165;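 active = B-score, a plate-corrected calcium signal, over three deviations above library mean, with baseline fluorescence within five deviations of library mean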;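 also: RGS4 expression induced by doxycycline in cells with stable M3 receptor; B-score is computed from the integrated fluorescence ratio over baseline after carbachol; higher B-score means a larger calcium signal and so more RGS4 inhibition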
Target sequence (P49798 whole entry, looked up): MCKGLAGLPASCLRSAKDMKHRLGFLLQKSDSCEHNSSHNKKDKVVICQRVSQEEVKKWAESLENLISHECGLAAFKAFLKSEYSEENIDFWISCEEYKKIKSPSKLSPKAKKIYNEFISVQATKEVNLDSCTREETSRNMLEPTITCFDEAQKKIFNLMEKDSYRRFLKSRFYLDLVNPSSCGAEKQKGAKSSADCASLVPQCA
KCNK9 block: blocks the human KCNK9 two-pore domain potassium channel | actives 1.2% (n = 310,000) | Q9NPC2 | AID 488922 | B-score at 10 µM | HEK293 KCNK9, FluxOR thallium flux fluorescence; active compounds read low;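 active = ratio B-score over 3 SD below the library mean, with starting fluorescence within 5 SD of its mean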;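 also: negative B-score means less thallium flux so channel inhibition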
Target sequence (Q9NPC2 whole entry, looked up, the tested form may be a part): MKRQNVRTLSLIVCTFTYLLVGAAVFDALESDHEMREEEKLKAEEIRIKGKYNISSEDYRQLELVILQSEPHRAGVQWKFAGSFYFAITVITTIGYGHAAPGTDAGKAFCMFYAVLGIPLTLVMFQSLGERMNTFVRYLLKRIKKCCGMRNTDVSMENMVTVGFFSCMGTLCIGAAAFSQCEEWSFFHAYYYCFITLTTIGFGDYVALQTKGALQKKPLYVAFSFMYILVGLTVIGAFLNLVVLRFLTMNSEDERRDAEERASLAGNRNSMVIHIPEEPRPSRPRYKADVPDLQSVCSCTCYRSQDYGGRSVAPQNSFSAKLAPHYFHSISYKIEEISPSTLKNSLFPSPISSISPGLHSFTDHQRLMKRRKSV
KCNK3 inh: human KCNK3 channel inhibition, primary screen; O14649; CHO-KCNK3 thallium flux, FluxOR fluorescence; active compounds read low; B-score at 10 µM; AID 602410; actives 0.84% (n = 340,000);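 active = B-score under library mean minus 4 SD, starting fluorescence ratio at most library mean plus 5 SD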;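 also: more negative B-score means stronger inhibition of thallium flux through KCNK3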
PolyA inhibitor: blocks polyadenylation in yeast reporter cells. S. cerevisiae SKY197-pL101 polyadenylation reporter, beta-gal luminescence; efflux-impaired pdr1/pdr3 knockout yeast; score 100 = 6 SD above DMSO. calls only at 12 µM. actives 0.02% (n = 300,000). AID 1875;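 active = lowest replicate activity score at least 50, where 100 means six control SD above control mean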;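 also: yeast exposed to compound for 9 h at 30 °C; higher score means more reporter readthrough which indicates perturbed polyadenylation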
KCNQ1 inh: blocks the human KCNQ1 potassium channel. B-score at 10 µM. AID 2642. P51787. CHO-K1 KCNQ1, FluxOR thallium flux fluorescence; active compounds read high. actives 1.3% (n = 310,000);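 active = compounds whose thallium flux B-score, printed positive for inhibition, exceeds three library SD while starting fluorescence stays within three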;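 also: channel opened by potassium depolarization with thallium stimulus after 20 min compound exposure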
hERG protect: compounds protecting human hERG from proarrhythmic drug block | activation (rescue from dofetilide block), less the hit threshold, % at 10 µM | AID 1511 | actives 0.51% (n = 310,000) | CHO-hERG, FluxOR thallium flux, dofetilide IC70 present;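 active = activation above the mean of controls blocked by dofetilide plus 5 SD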;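 also: thallium influx through hERG after potassium depolarization seen as dye fluorescence rise; in these data hits start at about 4.7%; inactives centre near -7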
GSK3A inh: blocks human GSK-3 alpha kinase. P49840. ADP-Glo luminescence, 60 min. inhibition, % at 10 µM. actives 0.1% (n = 320,000). AID 2650;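 in the data active = inhibition above about 50%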;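 also: GST-tagged GSK-3 alpha with peptide substrate and 25 µM ATP; 0% = DMSO neutral wells and 100% = GW8510 positive control wells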
An asterisk follows results filed as active; i = inactive; / = no result given. Not all compounds are listed; the hit share may differ from the screen's.

SMILES | KCNQ1 pot | RGS4 pot | DYRK1A inh | GSK3B inh | RGS4 block | KCNK9 block | KCNK3 inh | PolyA inhibitor | KCNQ1 inh | hERG protect | GSK3A inh
CCc1nnc(NC(=O)CSc2nnc(CNC(=O)c3ccccc3F)n2C)s1 | i | i | 1 | 1 | i | i | i | i | i | -2 | 0
O=C(Oc1cccc(/C=N/Nc2nc(Nc3ccccc3)nc(N3CCOCC3)n2)c1)c1ccco1 | i | i | -3 | 2 | i | i | i | i | i | -9 | -1
Cc1ccc(NC(=O)C2CCCN2C(=O)OCc2ccccc2)c(C)c1 (stereo not given) | i | i | 2 | 1 | i | i | i | i | i | -5 | -2
CC#CCCCC(=O)Nc1ccc(C(=O)O)cc1 | i | i | 4 | 1 | i | i | i | i | i | -11 | 1
c1ccc(OCCSc2nnnn2-c2ccccc2)cc1 | i | i | 7 | 1 | i | i | i | i | i | -3 | -1
O=C(c1cccc(C(F)(F)F)c1)N1CCCCCC1 | i | i | -7 | 0 | i | i | i | i | i | -11 | 1
Cc1cc(C)nc(NC(=S)Nc2cccc(F)c2)c1 | i | i | / | 1 | i | i | i | i | i | -5 | -3
Cc1onc(-c2c(Cl)cccc2Cl)c1C(=O)NCc1cccs1 | i | i | 0 | -4 | i | i | i | i | i | -12 | -1
OCc1cn(-c2ccccc2)nc1-c1ccc(-c2nn(-c3ccccc3)cc2CO)cc1 | i | i | 4 | -2 | i | i | i | i | i | -10 | 0
Cc1ccc(C)c(S(=O)(=O)N2CCCCC2CCNC(=O)C(=O)NCc2ccco2)c1 (stereo not given) | i | i | 4 | 2 | i | i | i | i | i | -14 | -2

Next part; it opens with the 2 that closed the last part.
SMILES | KCNQ1 pot | RGS4 pot | DYRK1A inh | GSK3B inh | RGS4 block | KCNK9 block | KCNK3 inh | PolyA inhibitor | KCNQ1 inh | hERG protect | GSK3A inh
OCc1cn(-c2ccccc2)nc1-c1ccc(-c2nn(-c3ccccc3)cc2CO)cc1 | i | i | 4 | -2 | i | i | i | i | i | -10 | 0
Cc1ccc(C)c(S(=O)(=O)N2CCCCC2CCNC(=O)C(=O)NCc2ccco2)c1 (stereo not given) | i | i | 4 | 2 | i | i | i | i | i | -14 | -2
COc1ccc(C2CC(c3c(-c4ccccc4)c4cc(Cl)ccc4[nH]c3=O)=NN2S(C)(=O)=O)cc1 (stereo not given) | i | i | 9 | -2 | i | i | i | i | i | -3 | /
O=C(CSC1=NS(=O)(=O)c2ccccc2N1)N1CCCCC1 | i | i | -3 | -3 | i | i | i | i | i | -13 | 1
O=C(c1[nH]ncc1-c1cccc(Br)c1)C1CO1 (stereo not given) | i | i | -5 | -3 | i | i | i | i | i | -8 | -4
COC(=O)c1[nH]c2cccc(OC)c2c1NC(=O)CN(C)CC1OCCO1 | i | i | 1 | 0 | i | i | i | i | i | -18 | 7
COc1ccc(NS(=O)(=O)c2cc(S(C)(=O)=O)ccc2C)cc1 | i | i | -3 | -2 | i | i | i | i | i | -9 | -2
Cc1ccc2nc(NCCCN3CCOCC3)c(C=NCCCN3CCOCC3)c(=O)n2c1 | i | i | -4 | -5 | i | i | i | i | i | -9 | /
CCSc1ccc2nnc(-c3cccc(F)c3)n2n1 | i | i | 48 | -33 | i | i | i | i | i | -12 | 33
CCn1nc(C)c(NC(=O)CC23CC4CC(CC(C4)C2)C3)c1C | i | i | 4 | 3 | i | i | i | i | i | -7 | -1
O=C1N(CN2CCN(c3cccc(Cl)c3)CC2)c2ccccc2C12OCCCO2 | i | i | 1 | -1 | i | i | i | i | i | -9 | -1
Cc1nc(SCc2cccnc2)[nH]c(=O)c1C | i | i | 5 | 2 | i | i | i | i | i | -7 | -3
COCCNC(=O)C1CC(c2ccccc2C(F)(F)F)=NO1 (stereo not given) | i | i | -28 | 0 | i | i | i | i | i | -8 | -2
O=C(Cc1ccccc1)NNC1CC(=O)N(c2ccc(Cl)cc2)C1=O (stereo not given) | i | i | 3 | 2 | i | i | i | i | i | -9 | -1
COCCCn1c(=O)c2sccc2n(Cc2cc(C(=O)OC)ccc2OC)c1=O | i | i | / | -2 | i | i | i | / | i | -6 | -1
CS(=O)(=O)NCc1nnc(SCc2c(F)cccc2Cl)o1 | i | i | -5 | -7 | i | i | i | / | i | -8 | 0
CCNc1nc(SCC(=O)Nc2ccc(Cl)c(Cl)c2)nc(N2CCOCC2)n1 | i | i | 3 | 1 | i | i | i | i | i | -4 | 0
O=C(Nc1ccc(Cl)c(Cl)c1)Nc1cc(C(=O)N2CCOCC2)ccc1N1CCCCC1 | i | i | -3 | -3 | i | i | i | i | i | -1 | -2
COc1ccc(C(=O)Nc2nnc(CCc3ccccc3)s2)c(OC)c1 | i | i | 0 | 1 | i | i | i | i | i | -1 | -1
N#Cc1cccc(Cn2nnc(-c3ccccc3)n2)c1 | i | i | 10 | 1 | i | i | i | i | i | -6 | 2
Cc1ccc(C)c(NC(=S)N2CCCCC2CO)c1 (stereo not given) | i | i | / | -1 | i | i | i | i | i | -11 | -2
COc1ccc(CN2CCN(C(=O)c3ccco3)CC2)cc1 | i | i | -5 | 0 | i | i | i | i | i | -15 | -3
CO/N=C/C(C#N)=C/c1cc(C(=O)c2ccc(F)cc2)cn1C | i | i | 5 | 2 | i | i | i | i | i | -4 | 2
Cc1onc(-c2c(Cl)cccc2Cl)c1C(=O)Nn1cnnc1 | i | i | 3 | 5 | i | i | i | i | i | -8 | 1
Cc1cc(=O)c(C(=O)O)cn1Nc1ccc(F)cc1 | i | i | 0 | 1 | i | i | i | i | i | -1 | 0
COc1ccc(C(C)(C)C)cc1NC(=O)CCCn1c(=O)oc2ccccc21 | i | i | -7 | 26 | i | i | i | i | i | -8 | -1
Cc1ccc(C(=O)Nc2cccnc2Oc2ccc(Cl)cc2)cc1 | i | i | / | 3 | i | i | i | i | i | -12 | -1
CCCC(=NCC(=O)O)C1=C(O)C(C(=O)OC)C(C)(C)CC1=O (stereo not given) | i | i | 10 | 2 | i | i | i | i | i | -4 | -1
CN=C(C)C1=C(O)C(C(=O)OC)C(C)(C)CC1=O (stereo not given) | i | i | -1 | 4 | i | i | i | i | i | -5 | /
O=C(NCc1cccs1)c1cc(S(=O)(=O)N2CCCCC2)ccc1Cl | i | i | 4 | -2 | i | i | i | i | i | -8 | 0
CCOC(=O)N1CCN(C(=O)CN2C(=O)COc3ccc(C)cc32)CC1 | i | i | -2 | 0 | i | i | i | i | i | -17 | 3
COc1ccc(C(=O)NCc2ccc3c(c2)CCO3)cc1 | i | i | / | -2 | i | i | i | i | i | -2 | -1
COc1ccc(C(=O)OCC(=O)NC2CCCC2)c(OC)c1OC | i | i | -3 | -1 | i | i | i | i | i | -7 | -2
O=C(NCc1ccccc1)C1CCN(S(=O)(=O)c2ccc(N3CCCC3=O)cc2)CC1 | i | i | 1 | 1 | i | i | i | i | i | -9 | -1
Cc1ccc(/C=N/NC(=O)c2cc(-c3ccncc3)nc3ccccc23)o1 | i | i | 6 | -5 | i | i | i | i | i | -1 | /
CC1Oc2ccccc2N(CC(=O)N2CCCCCC2)C1=O (stereo not given) | 22* | i | -5 | 2 | i | i | i | i | i | 2 | 11
COC(CN(C)S(=O)(=O)c1cc2c3c(c1)CCC(=O)N3CCC2)OC | i | i | -1 | 0 | i | i | i | i | i | -3 | 0
CC1C=CCC2C(=O)N(c3cc(Cl)ccc3O)C(=O)C12 (stereo not given) | i | i | 4 | -4 | i | i | i | i | i | -19 | -2
CC(C)n1nc(C(=O)OCC(=O)N(C)C2CCS(=O)(=O)C2)c2ccccc2c1=O (stereo not given) | i | i | -1 | 2 | i | i | i | i | i | -2 | -1
COc1ccccc1/C=C/C(=O)OCC(=O)NCc1ccco1 | i | i | -11 | 2 | i | i | i | i | i | -9 | -1
O=C(CN1CCN(c2ccccc2)CC1)c1c[nH]c2ccccc12 | i | i | -3 | 2 | i | i | i | i | i | -5 | -1
CCn1nnnc1SCC(=O)Nc1nc(-c2cccs2)cs1 | i | i | 5 | 0 | i | i | i | i | i | -6 | -1
CCC(C)(C)NC(=O)c1cccc(NC(=O)C(C)C)c1 | i | i | -2 | 2 | i | i | i | i | i | -2 | 0
CC(C)(C)C(=O)OCc1cn(-c2ccc(Cl)cc2)nn1 | i | i | -9 | 1 | i | i | i | i | i | -4 | -3
CCOc1ccc(NC(=O)CSc2nnc(Cn3cnc([N+](=O)[O-])n3)n2C)cc1 | i | i | 1 | 2 | i | i | i | i | i | 0 | /
Cc1cc(-c2ccc(C)c(S(=O)(=O)NCC3CCN(Cc4cccc(F)c4)CC3)c2)on1 | i | i | -6 | 1 | i | i | i | i | i | -7 | 3
COc1ccccc1/C=N/OC(=O)c1ccc(C)cc1 | i | i | / | -1 | i | i | i | i | i | -11 | /
COc1ccccc1C(=O)NNC(=S)Nc1ccccc1 | i | i | -8 | 0 | i | i | i | i | i | -4 | /
Nc1c2nc(-c3ccccc3)[nH]c(=O)c2nc(=O)n1-c1ccccc1 | i | i | -5 | -2 | i | i | i | i | i | -14 | 2
Cn1nnc(-c2ccc(OCc3ccccc3F)cc2)n1 | i | i | 9 | 1 | i | i | i | i | i | -3 | 4
Cc1ccc(SCC(=O)c2c(C)nc3ccccn23)cc1 | i | i | 5 | 0 | i | i | i | i | i | -7 | 1
COc1cccc(-c2cccc(NC(=O)C3CCN(CC4CCOC4)CC3)c2)c1 (stereo not given) | i | i | -3 | 3 | i | i | i | i | i | -7 | -2
NC(Cc1c[nH]c2ccccc12)C(=O)NCc1ccco1 (stereo not given) | i | i | 4 | 1 | i | i | i | i | i | -20 | -1
O=C(Nc1cnc2ccccn2c1=O)c1ccc(Cl)cc1 | i | i | 0 | -1 | 4.8* | i | i | i | i | -11 | 2
CCOC(=O)N1CCN(C(=O)c2ccc([N+](=O)[O-])cc2Cl)CC1 | i | i | 0 | 2 | i | i | i | i | i | -6 | -7
